ADAM17 inh – inhibitors of human ADAM17. P78536. recombinant ADAM17, EDANS/DABCYL FRET peptide cleavage. inhibition, % at 6.95 µM. 0.83% of 370,000 active. AID 720648;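 active means inhibition above the mean of compounds lying between control limits plus 3 SD, set per campaign, cut at about 8.5% in these data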;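 further: 0% = DMSO-only wells as the low control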
DAX1 inh-1 – inhibits human nuclear receptor DAX1; P51843; HEK293 Gal4-DAX1 luciferase reporter, luminescence; inhibition, % at 6.75 µM; 0.99% of 340,000 active; AID 504766;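 active means inhibition above the mean over all tested compounds plus 3 SD, cut at about 4.2% in these data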;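 further: 0% = DAX1-transfected cells with DMSO and 100% = empty-vector control cells with DMSO; inhibition shows as a rise in luminescence from relieved DAX1 repression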
DAX1 inh-2 – blocks DAX1 repression of SF-1 activated StAR promoter. inhibition, % at 6.8 µM. HEK293T StAR-luciferase reporter, SF-1/DAX-1 repression relief. 1.1% of 370,000 active. AID 652010;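 active means inhibition above the mean over all tested compounds plus 3 SD, cut at about 3.6% in these data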;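 further: 0% = DAX-1 cells with DMSO and 100% = cells lacking DAX-1 with DMSO; higher inhibition means more luminescence from relief of DAX-1 repression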
hgDAF-12 ag – agonists of H. glycines DAF-12 nuclear receptor | activation, % at 6.8 µM | HEK293 GAL4-hgDAF12 UAS-luciferase reporter, agonist luminescence; normalized to butyrate control | 1.8% of 370,000 active;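 active means activation above a cutoff set at the mean of all screened compounds plus 3 SD, cut at about 10% in these data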;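 further: 0% = DMSO wells and 100% = sodium butyrate wells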
sPLA2-III inh – Inhibits HGIII-sPLA2 liposome hydrolysis, primary screen; Q9NZ20; QFRET BODIPY PC-A2 liposome hydrolysis, fluorescence; inhibition, % at 12.2 µM; 0.56% of 370,000 active;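 active means inhibition above mean plus 3 SD of compounds lying within the high and low control bounds, cut at about 19% in these data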;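 further: 0% = median of test compound wells and 100% = no enzyme DMSO wells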
Target sequence (Q9NZ20 whole entry, looked up): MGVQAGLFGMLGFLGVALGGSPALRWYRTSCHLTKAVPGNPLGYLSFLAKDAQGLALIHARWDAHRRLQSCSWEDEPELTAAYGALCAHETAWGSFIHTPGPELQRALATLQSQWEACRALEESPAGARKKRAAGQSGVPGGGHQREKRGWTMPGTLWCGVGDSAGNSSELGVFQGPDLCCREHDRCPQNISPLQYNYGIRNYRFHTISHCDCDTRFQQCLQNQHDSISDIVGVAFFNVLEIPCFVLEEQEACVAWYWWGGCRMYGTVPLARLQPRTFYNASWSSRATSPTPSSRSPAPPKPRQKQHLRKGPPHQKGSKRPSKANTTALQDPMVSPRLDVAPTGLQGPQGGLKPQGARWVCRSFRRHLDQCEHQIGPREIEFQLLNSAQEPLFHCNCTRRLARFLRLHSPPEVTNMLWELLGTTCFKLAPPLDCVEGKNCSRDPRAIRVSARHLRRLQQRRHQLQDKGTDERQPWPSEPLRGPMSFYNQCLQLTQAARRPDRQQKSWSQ
ssDAF-12 act – S. stercoralis DAF-12 activation, primary screen; HEK293 ssDAF-12/GRIP1 lit1-tk-luc reporter, luminescence; % of 3 µM dafachronic acid response; activation, % at 6.8 µM; 1% of 370,000 active; AID 652126;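 active means activation above the mean over all tested compounds plus 3 SD, cut at about 0.9% in these data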;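 further: 0% = DMSO-only wells and 100% = 3 µM delta7-dafachronic acid wells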
PLCg1 inh – PLC-gamma1 (human) inhibition, primary screen; P19174; purified PLC-gamma1, fluorogenic substrate, fluorescence; inhibition, % at 12.2 µM; 0.84% of 370,000 active; in the data active means inhibition above about 9.5%
FXN GAA850 act – increases GAA850 frataxin promoter reporter activity; HEK293 lucGAA850 FXN promoter luciferase reporter, 24 h; percent of 10 µM SAHA response; activation, % at 6 µM; 0.56% of 360,000 active; AID 540364;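 active means activation above the average of all compounds screened plus 3 SD, cutoff fixed separately per campaign, cut at about 7.5% in these data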;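 further: 0% = DMSO wells and 100% = 10 µM SAHA wells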
PLCb3 inh – blocks human PLC-beta3 enzyme activity | Q01970 | Purified PLC-beta3, fluorogenic substrate, fluorescence | inhibition, % at 12.2 µM | 0.18% of 370,000 active; in the data active means inhibition above about 11%;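 further: 0% = median of compound wells on plate and 100% = full blocker control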
ADAM10 inh – ADAM10 inhibition, QFRET primary screen; inhibition, % at 7 µM; O14672; 0.62% of 370,000 active; recombinant ADAM10, EDANS/DABCYL FRET peptide cleavage, 3 h;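 active means inhibition above a per-campaign cutoff equal to the mean of compounds falling between control-based bounds plus 3 SD, cut at about 20% in these data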;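 further: 0% = DMSO wells while the 100% control is not disclosed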
Target sequence (O14672 214-748 limits assumed): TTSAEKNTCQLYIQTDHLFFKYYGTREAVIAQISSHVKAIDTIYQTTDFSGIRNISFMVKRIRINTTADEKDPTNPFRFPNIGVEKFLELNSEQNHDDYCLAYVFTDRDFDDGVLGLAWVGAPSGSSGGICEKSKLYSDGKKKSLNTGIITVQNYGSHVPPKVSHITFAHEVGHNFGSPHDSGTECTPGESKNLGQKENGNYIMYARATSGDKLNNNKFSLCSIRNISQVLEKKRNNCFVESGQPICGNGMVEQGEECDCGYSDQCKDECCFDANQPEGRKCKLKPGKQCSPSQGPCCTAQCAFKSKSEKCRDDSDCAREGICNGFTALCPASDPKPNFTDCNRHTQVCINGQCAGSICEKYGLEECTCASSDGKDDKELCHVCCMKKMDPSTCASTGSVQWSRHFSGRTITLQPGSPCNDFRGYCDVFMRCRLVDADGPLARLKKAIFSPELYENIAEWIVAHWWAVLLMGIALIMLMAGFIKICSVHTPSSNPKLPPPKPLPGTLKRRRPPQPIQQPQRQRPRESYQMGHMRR
hcDAF12 agonist – activates DAF-12 receptor from parasite H. contortus | HEK293 hcDAF-12 lit1-tk-luc reporter, luminescence; 0% DMSO, 100% Δ7-dafachronic acid | activation, % at 6.8 µM | 1.4% of 370,000 active;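 active means activation above the mean of all tested compounds plus 3 SD, cut at about 5.5% in these data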;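 further: 100% = response to 3 µM Δ7-dafachronic acid high control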
The depositor's hits bear a star; . = not tested or not shown; & = joins results of further samples.

SMILES	ADAM17 inh	DAX1 inh-1	DAX1 inh-2	hgDAF-12 ag	sPLA2-III inh	ssDAF-12 act	PLCg1 inh	FXN GAA850 act	PLCb3 inh	ADAM10 inh	hcDAF12 agonist
COc1cccc(-c2nn(C)c3sc(C(=O)NCc4ccc(C)cc4)cc23)c1	-23	-1.0	-0.2	-0.8	-18	-1.4	-117	-0.5	-163	-64	-1.0
COC(=O)N/N=C(\C)c1ccc2ccccc2c1OC(F)F	-3	-1.9	-0.1	0.0	1	-0.2	0	0.5	-4	7	-1.3
NC1=NC2(CCCCC2)N(c2cccc(Cl)c2)C(N)=N1	-5	1.7	0.1	1.0	6	-0.2	-1	1.2	5	3	0.4
Cc1ccc(NC(=O)[C@H]2CC(=O)O[C@@H]2c2ccccc2)cc1C	-1	.	0.2	3.0	9	-0.1	5	.	-5	-8	1.6
CCc1c(C)nc2ccc(Br)cc2c1SCCC#N	4	-1.4	-0.2	-0.4	4	-2.3	-3	-4.1	-5	-5	-3.7
CCC(C)[C@@H](C(=O)Nc1ccc(OC)c(OC)c1)N1Cc2ccccc2C1=O (some centres undefined)	6	1.2	-0.2	0.7	-2	-1.9	5	-5.6	0	1	-1.8
COc1cccc(/C=N/NC(=O)c2nnn(-c3nonc3N)c2C(C)C)c1	1	1.1	0.0	0.9	-4	-0.7	1	1.2	-3	9	-1.6
Cc1cc(C)cc(OC(=O)CCN2C(=O)C3C4C=CC(C5CC45)C3C2=O)c1 (centres undefined)	-4	-0.3	-0.5	-1.1	3	-0.8	1	3.3	-3	6	-0.8
O=C1[C@H]2[C@@H](c3ccc(C(F)(F)F)cc3)N[C@]3(CCCN(Cc4ccc(F)cc4)C3=O)[C@H]2C(=O)N1Cc1ccccc1	8.9*	1.3	-1.3	-0.1	-12	-1.3	2	-7.2	7	20	-1.9
CC1=C(C(=O)N2CCOCC2)CC(CC(=O)NCc2ccco2)C(=O)N1Cc1ccc(C(C)(C)C)cc1 (centres undefined)	-3	-0.9	-1.2	-3.3	8	-0.4	0	0.7	-3	-16	-1.1
N#CCC(=O)Nc1ncc(Cc2ccccc2Cl)s1	-54	-0.2	-1.1	0.3	-22	-1.0	-36	2.1	-66	-103	-0.9
CCS(=O)(=O)Nc1cc(-c2nc3cccnc3s2)ccc1C	-49	3.2	6.4*	22*	-2	0.6	-237	7.9*	-299	-172	8.3*
COc1ccc(NC(=O)C2(C)Cc3c(-c4ccc5c(c4)OCO5)ccnc3O2)cc1 (centres undefined)	-13	.	-3.9	3.0	2	-1.1	-4	-3.2	-10	-47	-1.9
O=C(NCc1ccncc1)C1=NN(c2ccccc2)C(=O)CC1	-3	-1.5	1.1	-0.1	-4	-1.2	-3	1.6	-5	-4	0.3
C=CCn1c(SCC(=O)NC(=O)c2cccn2C)nc2ccccc2c1=O	1	-0.8	-0.5	2.1	-4	-1.1	-2	0.5	-3	0	-0.8
O=C(NCCNC(=O)c1ccccc1[N+](=O)[O-])c1ccccc1[N+](=O)[O-]	-1	-0.4	-0.1	0.5	-3	-1.1	1	2.1	-6	-1	-0.3
COc1ccc(CC(=O)NCc2nn(-c3ccccc3)nc2C)cc1OC	-3	-1.2	-0.2	1.8	-6	-1.2	-1	-1.4	-10	4	5.2
CCOC(=O)CSc1nc2sccc2c(=O)[nH]1	-3	-0.1	-0.2	-0.6	3	-1.4	0	-1.5	3	-5	-1.6
N/C(=N\OC(=O)c1ccc2c(c1)OCO2)c1ccncc1	5	5.1*	0.8	7.4	7	-0.6	13*	4.9	-5	2	2.5
CCOC(=O)C1(Cc2cccc(OC)c2)CCCN(S(=O)(=O)CC)C1 (centres undefined)	1	-1.0	-0.3	-1.2	-1	-1.2	3	0.1	1	5	-1.0
CC(C)CN(C(=O)CSc1ncnc2sccc12)C1CCS(=O)(=O)C1 (centres undefined)	0	0.4	-0.6	-2.3	-3	-1.3	-6	2.8	-9	5	-1.9
CC(C)Cn1c(=O)c(CCC(=O)Nc2ccc(N3CCOCC3)cc2)nc2cc(Cl)ccc21	-2	0.4	0.1	-0.5	6	-0.6	-1	2.6	-3	4	-0.7
COc1ccc(NC(=O)c2ccc(-c3ccc(C(C)=O)cc3)o2)cn1	-78	1.2	0.2	2.4	-9	-0.7	-92	0.9	-110	-291	0.0
CCOc1cc(C(=O)N=c2sccn2C)ccc1OC(F)F	1	0.5	-1.8	3.4	3	-0.8	-14	2.5	-26	-1	-0.5
COc1ccc(S(=O)(=O)N(C)C)cc1NC(=O)CCNC(=O)c1ccco1	0	1.0	0.2	-1.9	0	-1.4	1	1.2	-3	-4	-0.5

New compounds follow
SMILES	ADAM17 inh	DAX1 inh-1	DAX1 inh-2	hgDAF-12 ag	sPLA2-III inh	ssDAF-12 act	PLCg1 inh	FXN GAA850 act	PLCb3 inh	ADAM10 inh	hcDAF12 agonist
O=C(COc1ccccc1)NCC1COc2ccccc2O1 (centres undefined)	4	1.5	0.1	-0.3	5	-0.5	3	0.2	-8	7	-0.9
Cc1nnc(SCC(C)C)[nH]c1=O	-2	0.5	0.7	1.3	0	-0.9	1	2.1	-1	4	-2.1
O=C(CSC1=NS(=O)(=O)c2cc(F)ccc2N1)Nc1ccc(F)cc1	1	0.1	-0.7	2.4	-26	-0.4	-1	0.5	-2	7	-1.0
CCc1c(C)n2nc(C)cc2[nH]c1=O	-11	0.1	-0.7	-1.8	2	-1.6	-8	-1.2	-11	-36	0.1
Cc1nc2nc(C)c(CCC(=O)NC(C)c3ccc4c(c3)OCCO4)c(C)n2n1 (centres undefined)	2	1.6	0.1	-0.4	9	-0.6	2	-0.6	8	6	0.1
CS(=O)(=O)N(CC(=O)NCCSCc1ccccc1Cl)c1ccc(F)cc1	7	0.0	0.6	-0.1	2	-1.2	13*	2.9	0	11	-0.5
COc1cccc(NC(=O)C2CC(=O)N/C(=N/NC(=O)c3ccc(C)cc3)S2)c1 (centres undefined)	5	-1.0	0.1	-0.8	-7	-0.9	4	1.8	-1	13	-1.6
COc1cc(C(=O)Nc2ccc(S(=O)(=O)Nc3cc(C)nc(C)n3)cc2)cc(OC)c1OC	3	6.4*	0.9	-1.5	-14	-1.4	0	-0.4	-2	-2	0.5
COC(CNC(=O)c1ccc(N2CCc3ccccc32)c([N+](=O)[O-])c1)OC	2	-2.6	-1.0	0.1	7	-2.0	6	1.3	2	-4	-2.0
O=C(NCCCNCc1ccccc1)c1ccccn1	-7&3	0.4&0.3	0.3&0.7	-6.4&-2.5	5&1	-0.9&-0.7	0&3	-0.1&0.2	-2&2	-10&4	-0.5&0.9
CC(C)(C)c1ccc(C(=O)NNC(=O)CNC(=O)c2cccs2)cc1	1	1.0	-0.4	3.6	-11	-1.2	0	-0.7	-3	-2	0.2
Cc1ccc(C)c(S(=O)(=O)N2CCN(C(=O)CCCc3c[nH]c4ccccc34)CC2)c1	5	-1.9	-2.6	-1.4	-88	-1.3	-1	0.4	-3	14	-1.4
O=C(N/N=C/c1cccnc1)c1ccccc1Br	-3	-0.8	-0.2	-0.4	-3	-0.2	6	-0.1	-10	0	0.6
Cn1c(=O)c2c(ncn2CC(O)CNc2ccc(Cl)cc2)n(C)c1=O (centres undefined)	-6	-0.9	-1.0	-1.5	6	-1.4	0	-1.4	0	0	-0.1
COc1ccc(C(=O)NCc2ccccn2)cc1	-2	-0.1	-0.5	1.7	0	-1.2	7	4.4	1	-4	0.3
O=C(Nc1ccc(-c2nnc3n2CCCCC3)cc1)c1cnccn1	-2	0.8	-1.0	0.8	2	-1.4	2	-0.4	2	8	-0.6
COc1cc(NC(=O)COc2ccc(-n3ccnc3)cc2)cc(OC)c1	-1	-0.9	-1.9	-3.3	-4	-1.9	4	0.8	-6	0	-3.5
O=C1Nc2ccc(Br)cc2/C1=N\N=C\C1=C(N2CCOCC2)C(=C/c2ccccc2)/CC1	-6	1.0	-0.5	0.7	-2	0.2	-2	-0.1	-10	-15	1.8
COc1ccccc1-n1nnnc1SCC(=O)Nc1oc(C)c2c(C)n[nH]c(=O)c12	-3	-1.7	0.7	0.5	4	-0.7	-1	1.8	1	-6	0.4
O=C1CN(C(=O)c2cccc([N+](=O)[O-])c2)CC(=O)N1	-5	-0.5	0.0	-0.6	7	-0.5	0	1.5	-4	5	-0.6
CC(=O)C1=C(O)C(=O)N(CCc2ccccc2)C1c1ccccc1[N+](=O)[O-] (centres undefined)	2	3.3	0.1	3.2	4	0.3	1	2.8	5	-7	7.3*
COC(=O)/C(=N/Nc1cccc(C)c1)N1CCCc2ccccc21	-6	0.3	0.4	-1.4	8	-1.1	1	0.3	-1	-5	1.2
CNC(=O)c1cc(Oc2ccc(NC(=O)Nc3ccc(Cl)c(C(F)(F)F)c3)cc2)ccn1	16*	-2.7	-2.5	-5.7	-19	-2.5	3	-8.8	0	25*	-5.0
O=c1[nH][nH]c2cc([N+](=O)[O-])ccc12	-2	0.1	-0.7	-5.3	14	-0.7	4	0.0	2	-14	-1.7
CC(C)S(=O)(=O)c1csc(C(=O)NN)c1Cl	2	.	1.0	-0.5	7	-1.2	8	1.8	-2	9	0.7

Later entries:
SMILES	ADAM17 inh	DAX1 inh-1	DAX1 inh-2	hgDAF-12 ag	sPLA2-III inh	ssDAF-12 act	PLCg1 inh	FXN GAA850 act	PLCb3 inh	ADAM10 inh	hcDAF12 agonist
Cc1ccc(-c2csc3ncnc(SCc4ccc(C(=O)O)cc4)c23)cc1	-1	.	0.3	0.8	-3	-0.6	0	1.7	5	10	-0.6
COc1ccc(C)cc1S(=O)(=O)N1CCN(C(=O)c2ncoc2-c2ccccc2C)CC1	-4	0.2	-0.3	-1.7	-2	-0.8	-1	3.5	-5	3	-0.9
CCOC(=O)C1(C)CCN1C(=O)c1ccc(C(=O)OC)cc1 (centres undefined)	-4	.	0.5	1.6	-4	-1.3	5	1.4	2	1	-0.4
CCOC(=O)Nc1ccc2nc(-c3cscn3)[nH]c2c1	-37	0.0	-1.1	16*	2	0.3	-45	-1.5	-61	-170	2.6
COc1ccc(S(N)(=O)=O)cc1N(C)S(=O)(=O)c1ccccc1	-4	0.1	0.5	-1.8	-4	-0.7	0	-1.9	3	-2	-1.0
O=C(O)c1ccc(/C=N/Nc2cccc(C(F)(F)F)c2)cc1	-2	0.5	4.3*	3.1	-7	-0.9	-6	10*	-12	-4	1.0
CCN(CC)S(=O)(=O)c1cccc(C(=O)c2c(C)cc3ccccn23)c1	1	-1.8	-0.8	1.0	-8	-2.1	-1	1.2	-5	-1	-2.6
O=C(NC(=S)Nc1ccc(CN2CCCCC2)cc1)c1ccco1	1	0.5	0.2	0.7	6	-1.6	-3	2.7	6	1	0.7
O=C(c1ccc(N2CCCS2(=O)=O)cc1)N1CCN(c2ccc(F)cc2)CC1	1	1.3	-0.7	1.0	-4	-1.3	0	1.5	-3	0	-1.4
CCC(=O)Nc1sc2c(c1C(N)=O)CCN(C(C)=O)C2	-18	-0.9	-0.7	-1.4	8	-0.8	-6	0.0	-12	-56	-3.4

Some values from the list.
In hcDAF12 agonist, CCOC(=O)C1(C)CCN1C(=O)c1ccc(C(=O)OC)cc1 (centres undefined) is listed with -0.4
In DAX1 inh-1, O=C(NC(=S)Nc1ccc(CN2CCCCC2)cc1)c1ccco1 is listed with 0.5

Screening data as filed in PubChem BioAssay.
